From PubChem BioAssay
SENP1 inh = human SENP1 catalytic domain inhibitors, primary screen, biochemical, FRET, uHTS; Sentrin-specific protease 1 (Homo sapiens), Q9P0U3; recombinant SENP1 catalytic domain, CyPet-SUMO1-YPet FRET cleavage; inhibition, % at 10 µM; 360,000 tested, 0.21% active; AID 624204, 2012;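 active = inhibition at least 30% at 10 µM, raw YFP signal under a set limit, fluorescence ratio 0.5 to 1.5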;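 note: 0% = enzyme with DMSO and 100% = no enzyme wells; some results filed as inactive read as strong as hits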
Target sequence (Q9P0U3 419-644 limits assumed): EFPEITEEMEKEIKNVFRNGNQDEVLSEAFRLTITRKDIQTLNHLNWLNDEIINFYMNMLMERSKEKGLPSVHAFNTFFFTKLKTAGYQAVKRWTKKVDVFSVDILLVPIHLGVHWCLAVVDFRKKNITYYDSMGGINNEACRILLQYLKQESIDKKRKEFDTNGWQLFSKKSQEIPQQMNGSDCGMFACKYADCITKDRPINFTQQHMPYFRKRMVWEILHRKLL
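Test system: recombinant human SENP1 catalytic domain, His6-tagged / Medium: pH 8 Tris buffer with EDTA, NaCl, BME, BSA, NP40, catalase / Also added: SUMO1 FRET substrate flanked by Cypet and Ypet, 25 nM / Times: 50 min reaction at room temperature / Signal: FRET, CFP and YFP emission / Control set: no-enzyme low control and enzyme-plus-DMSO high control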
SENP8 block-1 = SENP8 protease inhibitors, primary screen, biochemical, luminescence. purified SENP8, Z-RLRGG-aminoluciferin cleavage. inhibition, % at 10 µM. 330,000 tested, 1.2% active. AID 2540, 2010; in the data active = inhibition above about 50%
Target sequence (Q96LD8 whole entry, looked up): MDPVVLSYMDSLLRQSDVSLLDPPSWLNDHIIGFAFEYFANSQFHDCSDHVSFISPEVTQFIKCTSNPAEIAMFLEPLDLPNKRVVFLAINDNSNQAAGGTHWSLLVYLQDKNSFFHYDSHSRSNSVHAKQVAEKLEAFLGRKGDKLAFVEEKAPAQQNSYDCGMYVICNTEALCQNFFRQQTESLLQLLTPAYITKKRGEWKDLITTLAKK
HKDC1 inhibitor = HKDC1 hexokinase inhibitors, primary screen, biochemical, fluorescence, uHTS. Q2TB90. recombinant HKDC1, G6PDH/diaphorase resazurin coupled fluorescence. inhibition, % at 20 µM. 340,000 tested, 0.16% active. AID 493160, 2011;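 active = inhibition above about 35% when tested at 20 µM, limit read from the data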;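 note: plate controls were DMSO wells with enzyme for no effect and DMSO wells lacking enzyme for full effect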
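Incubation: 90 min at room temperature in dark / Material: recombinant HKDC1 (HK5) hexokinase enzyme, produced in-house / Quantity: enzyme 5 µg/mL final / Compound: one dose of 20 µM, 1% DMSO / Reagent: glucose and ATP substrates / Buffer or medium: Tris pH 8.0 buffer with MgCl2, Tween-20, BSA, BME / Technique: resorufin fluorescence at 613 nm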
SENP7 block = SENP7 protease inhibitors, primary screen, biochemical, luminescence, uHTS; Sentrin-specific protease 7 (Homo sapiens), Q9BQF6; recombinant SENP7, Z-RLRGG-aminoluciferin luminescence, 40 min; inhibition, % at 5 µM; 330,000 tested, 1.5% active; AID 434973, 2010;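 active = inhibition above about 50% at the single test dose, limit read from the data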;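 note: plate controls were DMSO with enzyme for no effect and no enzyme buffer wells for full effect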
Target sequence (Q9BQF6 706-1050 limits assumed): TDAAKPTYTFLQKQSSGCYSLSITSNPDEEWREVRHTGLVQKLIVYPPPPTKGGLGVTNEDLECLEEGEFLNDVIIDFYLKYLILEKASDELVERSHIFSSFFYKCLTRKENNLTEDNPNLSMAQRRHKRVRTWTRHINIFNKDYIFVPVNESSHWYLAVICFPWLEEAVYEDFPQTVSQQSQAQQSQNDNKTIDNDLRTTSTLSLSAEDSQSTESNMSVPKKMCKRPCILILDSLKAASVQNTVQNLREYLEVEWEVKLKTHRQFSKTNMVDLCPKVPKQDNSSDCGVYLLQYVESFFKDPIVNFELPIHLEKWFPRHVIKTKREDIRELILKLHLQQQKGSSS
SENP8 block-2 = human SENP8 protease inhibitors, primary screen, biochemical, fluorescence, Nedd8 protein substrate, uHTS; Sentrin-specific protease 8 (Homo sapiens), Q96LD8; recombinant SENP8; inhibition, % at 20 µM; 360,000 tested, 0.64% active; AID 602440, 2012; in the data active = inhibition mostly above about 40%, no sharp cut-off; inactive = mostly below about 27%
PfG6PD inh = PfG6PD enzyme inhibitors, primary screen, biochemical, fluorescence intensity, uHTS; glucose-6-phosphate dehydrogenase-6-phosphogluconolactonase (Plasmodium falciparum 3D7); PfGluPho enzyme, NADPH resazurin-diaphorase fluorescence; inhibition, % at 20 µM; 350,000 tested, 0.78% active;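 active = inhibition reaching at least a set limit at 20 µM in the primary screen, cut at about 59% in these data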;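 note: 0% = DMSO wells with substrate and 100% = DMSO wells lacking glucose-6-phosphate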
SENP6 block = SENP6 protease inhibitors, primary screen, biochemical, luminescence, uHTS | Sentrin-specific protease 6 (Homo sapiens), Q9GZR1 | Recombinant SENP6 catalytic domain, aminoluciferin luminescence | inhibition, % at 10 µM | 330,000 tested, 1.8% active;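 active = inhibition above about 50% at the single tested dose, limit read from the data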;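 note: plate controls were DMSO wells with enzyme for no effect and DMSO wells lacking enzyme for full effect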
Apaf-1 inh = inhibitors of human Apaf-1 apoptosome, primary screen, biochemical, DEVD-Rh110 fluorescence, uHTS | Apoptotic protease-activating factor 1 (Homo sapiens), O14727 | inhibition, % at 20 µM | reconstituted apoptosome caspase-3 activity | 330,000 tested, 0.71% active; active = inhibition of at least 40% at 20 µM;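 note: plate controls were DMSO wells for no effect and DEVD-CHO caspase inhibitor wells for full effect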
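Material: reconstituted apoptosome with Apaf-1, cytochrome c, caspase-9, procaspase-3, dATP; medium: pH 7.5 Hepes buffer with CHAPS, BSA, DTT; also added: cytochrome c and DEVD-Rh110 substrate; timing: 30 min plus 50 min, RT; signal: Rh110 fluorescence intensity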
Numbers without * were called inactive; . = no result given.

compound	PfG6PD inh	SENP1 inh	SENP8 block-1	Apaf-1 inh	SENP8 block-2	SENP6 block	SENP7 block	HKDC1 inhibitor
COc1cc(-c2nnc(SCC(=O)N(C)C3CCS(=O)(=O)C3)o2)cc(OC)c1OC (stereo unspecified)	4	1	-10	-1	7	18	-7	-7
CCCCNC(=O)CSc1nnc(NC(C)=O)s1	-11	-3	1	-11	10	1	4	-8
O=C1CCCCC1Sc1nnc(Cc2cccs2)n1CCc1ccccc1 (stereo unspecified)	21	-2	-7	16	-3	-11	-11	1
O=C(NCCN1CCCCC1)Nc1cccc(Cl)c1Cl	-7	0	5	3	15	-2	3	-3
Cc1onc(-c2ccccc2)c1-c1n[nH]c(=S)n1-c1ccccc1	31	0	-2	-3	13	-2	2	-3
COc1ccc(C(C(=O)NCC2CCCO2)N(C(=O)CNC(=O)c2ccco2)c2ccc(C)c(C)c2)cc1OC (stereo unspecified)	-8	0	-1	-2	1	-6	5	-5
CC(=O)N1CCN(S(=O)(=O)c2cccc(C(=O)Nc3ccc4c(c3)CCC4)c2)CC1	1	0	-4	0	7	-5	4	5
CCN1CCN(c2cc(C)nc(-c3ccccc3O)n2)CC1	8	0	5	-8	-154	24	7	-5
CN1CCN(C(=O)CCc2ncc(C(F)(F)F)cc2Cl)CC1	8	1	1	-8	21	-10	-9	-5
CCNc1nc(N2CCCCC2)nc(-n2nnc(C(=O)OCC)c2C)n1	18	3	-6	5	12	-5	-1	9
COc1ccccc1Cn1c(=S)[nH]c2cc(C(=O)N3CCN(c4ccccc4OC)CC3)ccc2c1=O	-3	1	-12	15	15	-12	-1	-2
CCN(CC)S(=O)(=O)c1ccc(N(C)C)c(NC(=O)CSCc2c(C)noc2C)c1	-17	1	-13	4	2	-7	-5	-3
CCOC(=O)C1=C(c2ccccc2)OC(N)=C(C#N)C1c1ccc(Br)s1 (stereo unspecified)	20	-100	-3	7	-77	-5	14	-8
O=C(Oc1ccc2c(c1)CCC2)N1CCOCC1	7	3	-11	0	2	-29	7	-2
Cc1noc(C)c1C(=O)Nc1nc2ccccc2s1	14	-3	94*	-4	-45	97*	98*	5
CC(OC(=O)C1CSC2(c3ccc(F)cc3)CCC(=O)N12)C(=O)NC(N)=O (stereo unspecified)	-3	1	7	-2	11	11	-3	2
CCc1nnc(NC(=O)C2CCCN2C(=O)Nc2ccc(Cl)cc2)s1 (stereo unspecified)	3	0	8	0	1	-9	7	-4
CCc1ccc(C(=O)N/N=C(\C)c2ccncc2)s1	-10	0	-9	8	6	-9	-5	-1
COC(=O)c1ccccc1NC(=O)CN1CCc2ccccc2C1	3	1	8	1	4	8	1	6
Cc1ccccc1C(=O)OC1OC(=O)C(Cl)=C1Nc1ccc(C(=O)O)cc1 (stereo unspecified)	-39	0	6	-1	-9	1	2	0
O=C(NCc1cn2ccsc2n1)Nc1ccc(Cl)cc1	-5	1	-7	-21	15	-29	-1	-7
O=C(OCc1ccccc1F)c1cc([N+](=O)[O-])ccc1N1CCOCC1	8	0	-4	21	16	-12	8	-2
O=C(c1ccc2c(c1)OCO2)C1CCCN(C(=O)C2CCOCC2)C1 (stereo unspecified)	-4	2	7	-7	-8	16	2	-6
Cc1cc(C(=O)NC2CCCN(Cc3ccc(Cl)cc3)C2)c(C)o1 (stereo unspecified)	15	-12	-6	0	-2	-19	5	1
COc1cccc(NC(=O)c2ccccc2Oc2ccccc2)c1	19	0	-2	6	-87	2	1	-5
CCc1ccc(N2C(=O)C3C(C2=O)N2CCCN2C3c2ccccc2)cc1 (stereo unspecified)	6	1	-4	14	24	-21	-1	-5
COc1ccc2c(c1)oc1c(SCc3nc4ccccc4[nH]3)nc(C)nc12	8	-15	4	17	-39	-9	6	2
CC(C)CC(NC(=O)OC(C)(C)C)c1cn([C@@H](CCCCNC(=O)OC(C)(C)C)C(=O)N2CCN(C(=O)OC(C)(C)C)CC2)nn1 (stereo partly specified)	6	3	-1	9	33	-7	2	0
CC(=NNC(=S)N1CC2CCC(CC2)C1)c1cccc(C)n1	13	-2	.	.	-49	.	.	-47
COc1ccc(C(=O)c2ccc(Cl)cc2)c(OC)c1OC	32	2	.	.	8	.	.	-6
Cc1ccc(CN2CCN(Cc3ccc4c(c3)OCCO4)CC2CCO)cc1 (stereo unspecified)	-13	1	0	-5	9	-4	-1	15
Cc1ccc(-c2ccc(/C=N\NC(=O)c3cc4c(ccc5ccccc54)o3)o2)cc1[N+](=O)[O-]	-2	3	8	9	-11	3	0	8
C=CCn1c(SCc2cccnc2)nnc1-c1ccncc1	-8	0	2	-2	28	-1	1	-8
COc1cccc2cc(CC(=O)c3ccc(C)cc3C)c(=O)oc12	0	1	-9	-3	18	-2	-5	1
COc1ccc(C(=O)NCc2nnc(SC)n2Cc2ccccc2)cc1	8	2	-1	-1	-4	-17	-5	1
O=S(=O)(NC1CCSc2ccccc21)c1ccc(Cl)nc1 (stereo unspecified)	29	0	-3	7	5	-14	4	0
COc1ccccc1CNC(=O)C1CCC(CNS(=O)(=O)c2cccc3cccnc23)CC1 (stereo unspecified)	-3	-1	-5	0	11	-8	9	-2
CCCCSc1nc2sc3c(c2c(=O)n1-c1ccccc1)CCN(C)C3	11	-23	-1	18	-256	-11	5	3
CCC1=C(OC(=O)N(CC)CC)N2C(=O)OC(=NCC3CC3)[C@]2(Cc2ccccc2)[C@H]2C1=CC[C@H]1C(=O)N(CC(=O)OC)C(=O)[C@H]12	7	.	0	21	.	8	1	0
COC(=O)c1ccc(/C=N\NC(=O)c2ccc(C)cc2Cl)cc1	-7	0	-2	-23	6	-6	11	1
COc1ccc(Cl)cc1NC(=O)c1cccc(N2C(=O)C3CC=CCC3C2=O)c1 (stereo unspecified)	-10	1	-8	18	10	-8	14	-2
CC(=O)Nc1ccc(C=NNc2ccc([N+](=O)[O-])cc2S(=O)(=O)Nc2ccccc2C(=O)O)cc1	-23	-19	-11	8	-287	6	-6	5
COP(=O)(c1ccc(N(C)C)cc1)C(O)c1ccccc1 (stereo unspecified)	-3	1	8	3	13	-8	3	-3
CC12CC(c3ccccc3O1)C(C(=O)N1CCOCC1)C(=O)N2 (stereo unspecified)	-14	1	-3	-11	11	2	2	-11
N#Cc1cccc(NC(=O)COC(=O)CCc2nc3ccccc3c(=O)[nH]2)c1	-4	-3	2	2	6	3	-8	-6
NC(=O)c1oc2ccccc2c1NC(=O)CN1CCCCC1	0	2	-11	-10	5	-6	-5	-3
N#CCSc1nc2[nH]ncc2c(=O)n1-c1ccccc1Br	-1	5	8	-11	7	-6	1	6
Cc1ccc(OCC(=O)Oc2cccc(C)c2C)cc1	-11	6	-6	12	-10	-9	5	-4
CCOC(=O)C1=C(C)NC2=C(C(=O)c3ccccc32)C1c1cccc2ccccc12 (stereo unspecified)	-15	6	-8	-3	15	23	-1	7
CC(OC(=O)c1ccc(C#N)cc1)C(=O)Nc1ccc(Cl)cn1 (stereo unspecified)	0	3	0	5	-18	-3	3	-5
CCc1ccccc1NC(=S)NCCSc1ccc(Cl)cc1	8	2	8	34	18	-1	-1	2
NC(=O)Cc1nc(-c2ccc(Br)cc2)cs1	-7	0	-4	-8	-4	-16	-8	11
COc1ccccc1CNCC(O)Cn1c2ccccc2c2ccccc21 (stereo unspecified)	20	0	-9	13	1	-12	-1	-5
CC1=NNC(=O)C1CC(=O)N/N=C/C(C)=C/c1ccccc1 (stereo unspecified)	-4	2	0	-5	9	-12	5	-1
Nc1nc(SCC(=O)c2cccc([N+](=O)[O-])c2)n[nH]1	9	2	-5	-15	5	-30	-10	-3
O=C1N[C@@H](Cc2ccccc2)C(=O)N2[C@H]1C[C@]1(Br)c3ccccc3N(S(=O)(=O)c3ccccc3)[C@H]21	-3	-5	-3	15	11	-11	4	8
O=C(NCCN1C(=O)S/C(=C\c2ccc(F)cc2)C1=O)c1cccc(S(=O)(=O)N2CCOCC2)c1	13	1	-8	14	19	6	-7	1
O=C(/C=C/c1ccc2c(c1)OCO2)N1CCN(c2n[nH]c(=O)[nH]c2=O)CC1	23	1	-1	-11	-89	-7	2	-4
CCOc1ccc(CCNC(=O)C2=C(C)C(=O)OC23CCCCC3)cc1OCC	0	2	-4	1	11	12	2	-14
O=C(COc1ccccc1)NN1C(=O)CSC1=S	-4	-2	-6	-5	10	-3	10	-7

3 of the compounds above, as labelled records:
Molecule: Cc1ccccc1C(=O)OC1OC(=O)C(Cl)=C1Nc1ccc(C(=O)O)cc1 (stereo unspecified)
- PfG6PD inh: -39
- SENP1 inh: 0
- SENP8 block-1: 6
- Apaf-1 inh: -1
- SENP8 block-2: -9
- SENP6 block: 1
- SENP7 block: 2
- HKDC1 inhibitor: 0
Molecule: O=C(NCc1cn2ccsc2n1)Nc1ccc(Cl)cc1
- PfG6PD inh: -5
- SENP1 inh: 1
- SENP8 block-1: -7
- Apaf-1 inh: -21
- SENP8 block-2: 15
- SENP6 block: -29
- SENP7 block: -1
- HKDC1 inhibitor: -7
Molecule: O=C(OCc1ccccc1F)c1cc([N+](=O)[O-])ccc1N1CCOCC1
- PfG6PD inh: 8
- SENP1 inh: 0
- SENP8 block-1: -4
- Apaf-1 inh: 21
- SENP8 block-2: 16
- SENP6 block: -12
- SENP7 block: 8
- HKDC1 inhibitor: -2

Continued:
compound	PfG6PD inh	SENP1 inh	SENP8 block-1	Apaf-1 inh	SENP8 block-2	SENP6 block	SENP7 block	HKDC1 inhibitor
Cc1ccc(C2(C)NC(=O)N(CC(=O)NNC(=O)c3ccccc3)C2=O)cc1 (stereo unspecified)	0	1	-14	3	12	-12	-9	-1
Nc1ncnc2c(C3OC(CO)C(O)C3O)scc12 (stereo unspecified)	4	-3	.	.	-496	.	.	-7
O=C(c1cccs1)N(Cc1cccc(F)c1)C1CCS(=O)(=O)C1 (stereo unspecified)	9	1	4	-11	6	16	3	2
C/C(=N/N=C(\C)c1ccccc1O)c1ccccc1O	13	68	-9	-1	29	-1	47	-8
O=C(CC1Nc2ccccc2NC1=O)NCCCN1CCCCCC1 (stereo unspecified)	31	-25	1	15	-345	10	5	-3
COCCNCC(=O)N1c2ccccc2Sc2ccccc21	-7	2	3	3	18	-22	-6	4
CC(=O)Nc1ccc(NC(=O)CSc2nc3ccccc3c(=O)n2CCCN2CCOCC2)cc1	-5	-1	-3	-2	16	3	4	3
CCCCNC(=O)CS(=O)Cc1nc(-c2cccs2)oc1C (stereo unspecified)	2	-2	-4	7	-10	-6	-2	1
CCOC(=O)Cn1c(=O)c2c(nc3n2CCCN3Cc2ccccc2)n(C)c1=O	-2	2	3	-2	12	15	4	-4
Cc1cc(NC(=O)C(C)SCC(=O)OCc2ccc([N+](=O)[O-])cc2)no1 (stereo unspecified)	3	1	4	-2	12	-15	-10	-6
C(=N\Nc1nc(N2CCCCC2)nc(N2CCCCC2)n1)/c1c[nH]c2ccccc12	16	2	0	13	10	-16	-2	-4
